HePTP inh – inhibitors of human HePTP phosphatase, primary screen, biochemical, absorbance, leukemia target | Tyrosine-protein phosphatase non-receptor type 7 (Homo sapiens), P35236 | recombinant HePTP phosphatase activity, OD absorbance | inhibition, % at 20 µM | 110,000 tested, 0.64% active | AID 521, 2006; in the data active = inhibition above about 50%;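 also: plate controls were vehicle for no effect and reference inhibitor for full effect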
Target sequence (P35236 whole entry, looked up): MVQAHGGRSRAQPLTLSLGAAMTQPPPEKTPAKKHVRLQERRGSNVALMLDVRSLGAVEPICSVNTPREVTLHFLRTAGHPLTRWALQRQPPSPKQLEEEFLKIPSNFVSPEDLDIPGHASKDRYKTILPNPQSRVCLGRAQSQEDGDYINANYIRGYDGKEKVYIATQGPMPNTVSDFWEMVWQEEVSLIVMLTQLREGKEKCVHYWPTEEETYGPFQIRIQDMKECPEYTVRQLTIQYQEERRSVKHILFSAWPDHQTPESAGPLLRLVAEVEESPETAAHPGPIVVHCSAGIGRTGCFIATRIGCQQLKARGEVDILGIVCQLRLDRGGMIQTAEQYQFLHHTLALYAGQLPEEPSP
BAP1 block – inhibitors of BAP1 deubiquitinase, primary screen, biochemical, Ub-AMC fluorescence, kinetic. Ubiquitin carboxyl-terminal hydrolase BAP1 (Homo sapiens), Q92560. recombinant BAP1, Ub-AMC hydrolysis fluorescence kinetic; hits give low values. activity remaining (% of control), % at 20 µM. 72,000 tested, 0.48% active. AID 436, 2006;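 active = activity remaining at or below 50% of control, provided the compound also passes the data quality filters; inactive = the rest, including low values that fail the filters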;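 also: 100% = DMSO wells rate and 0% = substrate alone blank rate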
Target sequence (Q92560 whole entry, looked up): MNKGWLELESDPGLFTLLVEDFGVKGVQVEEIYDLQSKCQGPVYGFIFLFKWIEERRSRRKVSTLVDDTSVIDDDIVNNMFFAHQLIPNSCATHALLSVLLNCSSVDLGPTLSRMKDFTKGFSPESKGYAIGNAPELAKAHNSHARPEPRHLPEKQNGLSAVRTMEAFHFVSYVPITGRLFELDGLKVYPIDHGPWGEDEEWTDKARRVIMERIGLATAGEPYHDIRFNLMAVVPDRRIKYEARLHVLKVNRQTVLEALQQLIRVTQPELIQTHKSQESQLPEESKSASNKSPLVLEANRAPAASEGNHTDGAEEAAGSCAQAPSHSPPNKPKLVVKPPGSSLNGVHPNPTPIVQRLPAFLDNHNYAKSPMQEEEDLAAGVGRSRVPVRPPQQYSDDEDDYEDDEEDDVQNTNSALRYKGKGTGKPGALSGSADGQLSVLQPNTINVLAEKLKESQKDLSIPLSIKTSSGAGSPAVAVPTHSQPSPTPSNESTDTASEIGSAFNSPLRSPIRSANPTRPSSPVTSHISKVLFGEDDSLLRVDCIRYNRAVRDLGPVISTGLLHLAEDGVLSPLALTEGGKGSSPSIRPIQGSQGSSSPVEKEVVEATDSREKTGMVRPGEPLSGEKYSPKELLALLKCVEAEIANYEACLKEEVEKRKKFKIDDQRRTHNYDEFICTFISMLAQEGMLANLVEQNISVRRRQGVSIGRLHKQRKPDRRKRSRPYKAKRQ
Starred values were filed as active, the others as inactive; x = no result given; & = joins results of further samples.

BAP1 block,HePTP inh,SMILES
x,9.0,COc1ccc(C(=O)Nc2c(C)ccc3nsnc23)cc1
78.6,5.1,Cc1nc(/N=C\N(C)C)sc1C(=O)Nc1ccccc1
x,8.4,Cc1ccc(-c2cc(C(=O)N/N=C/c3c(C)nn(-c4ccccc4)c3C)[nH]n2)cc1
89.9,2.0,COc1ccccc1N1CCN(C(=O)c2cc(-c3ccco3)on2)CC1
100.0,7.7,O=C(Nc1ccc2c(c1)OCCO2)NC12CC3CC(CC(C3)C1)C2
83.9,-2.9,CCN1C(=O)/C(=C/N2CC(C)CC(C)C2)SC1=S (stereo not drawn)
x,-11.1,Cc1ccc(C)c(N2C(=O)C3C4C=CC(C4=C4CCCC4)C3C2=O)c1 (stereo not drawn)
88.7,-6.6,CCOC(=O)N1CCC(c2nc(C)sc2C(=O)O)CC1
110.7,3.9,Cc1ccc(NCc2nnc(SCC(N)=O)n2CCc2ccccc2)cc1
117.3,-4.3,COc1ccc(S(=O)(=O)N2CCOCC2)cc1C(=O)Nc1ccon1
x,-10.0,CN(C)/C=C/c1oc2ccc(Oc3ncccc3C#N)cc2c1[N+](=O)[O-]
x,-5.2,Cc1c(-c2ccccc2)[n+](=O)c2c(n1[O-])CCCCC2
92.8,-12.7,Cc1ccccc1-c1nc(CS(=O)(=O)CC(=O)NCCCN2CCCC2=O)c(C)o1
x,11.2,Cc1ccc(OCC(=O)Nc2ccc(Nc3ccccc3)cc2)c(C)c1
x,-24.5,O=c1/c(=C/c2cn(Cc3ccc(F)cc3)c3ccccc23)sc2nc3ccccc3n12
124.3,3.3,COC(=O)CSc1nc(N)nc(C)c1Br
117.5,-1.6,Cc1cc2n(n1)C(c1cn(-c3ccccc3)nc1C)Nc1ccccc1-2 (stereo not drawn)
x,-6.0,O=C(N/N=C/c1ccc(O)c(O)c1)Nc1ccccc1
x,-0.2,O=[N+]([O-])c1cc(C(F)(F)F)ccc1Sc1ccccn1
85.3,5.0,Cn1c(C(=O)NCCN2CCc3ccccc3C2)cc2c(=O)n(C)c3ccccc3c21
104.7,9.9,CCCCOc1cccc(C2(C(=O)O)CCCC2)c1
94.5,-6.1,CCN(CCNC(=O)CC1Oc2ccccc2NC1=O)c1ccccc1 (stereo not drawn)
x,5.9,Cc1ccc(-c2ccc(OC(=O)COc3ccccc3Cl)cc2)cc1
x,8.6,COc1ccc(C(=O)Nc2ccc([N+](=O)[O-])cc2Cl)c(OC)c1
x,-15.0,CC(C)OC(=O)c1c(NC(=O)c2ccc([N+](=O)[O-])cc2Cl)sc2c1CCCCC2
111.5,33.9,CCOC(=O)c1ccc(CC2S/C(=C(\C#N)C(C)=O)NC2=O)cc1 (stereo not drawn)
101.9,4.7,O=C(Nc1cccc(-c2nc3ccccc3[nH]2)c1)c1ccco1
x,9.2,CCn1c2ccccc2c2nnc(N/N=C/c3cccc(I)c3)nc21
x,-3.5,COc1ccc(C(=O)CC(CC(=O)c2ccc(OC)cc2)c2cccs2)cc1
117.4,-10.4,Cc1ccc(C)c(N2CCN(C(=O)C3CCN(c4nc(C)cc(C)n4)CC3)CC2)c1

The final 2 records of the section above lead into the next:
BAP1 block,HePTP inh,SMILES
x,-3.5,COc1ccc(C(=O)CC(CC(=O)c2ccc(OC)cc2)c2cccs2)cc1
117.4,-10.4,Cc1ccc(C)c(N2CCN(C(=O)C3CCN(c4nc(C)cc(C)n4)CC3)CC2)c1
98.2,4.1&-0.3,COc1ccccc1N1CCN(C(=O)c2ccncc2)CC1
x,-6.4,Oc1c(Br)cc(Br)cc1C=Nc1ccc(Cl)c2cccnc12
84.8,0.9,Cc1cc(C)n(-c2nc3c(c(=O)[nH]c(=O)n3C)n2Cc2ccccc2)n1
107.3,2.0,O=C(CC(=O)c1ccccc1)Nc1ccc2c(c1)OCCO2
91.7,-1.4,COC(=O)CSc1nnc(-c2ccco2)n1Cc1ccco1
x,4.0,Cn1c(=O)[nH]c(=O)c2c1nc(N1CCN(c3cccc(Cl)c3)CC1)n2CCCc1ccccc1
130.4,1.6,Cc1cccc(N(CC(=O)NC2CCCC2)C(=O)CS(=O)CC(=O)Nc2ccc3c(c2)OCO3)c1 (stereo not drawn)
108.4,5.0,COC(=O)CN1CCN(C(c2ccccc2)c2ccccc2)CC1
x,62.5*,O=C(/C=C/c1ccco1)Nc1cccc([N+](=O)[O-])c1
x,-12.3,CC1(C)CC(NC(=O)C(=O)Nc2ccc3c(c2)OCO3)CC(C)(C)N1
x,-3.6,CCN(CC)S(=O)(=O)c1cc(C(=O)Nc2ccc(C)cc2)ccc1C
x,5.7,CCC1CCCCN1CCCNC(=O)c1cn(CC(C)C)c(=O)c2cc(OC)c(OC)cc12 (stereo not drawn)
78.5,3.2,CC1Cc2ccccc2N1C(=O)CSc1nnc(-c2ccc(S(=O)(=O)N3CCCCC3)cc2)o1 (stereo not drawn)
104.3,0.9,COc1ccc(C2c3c(oc4ccccc4c3=O)C(=O)N2c2ccc(C)cn2)cc1OC (stereo not drawn)
163.0,x,O=C1CC(Nc2ccc3ccccc3c2)C(=O)N1c1ccccc1 (stereo not drawn)
x,1.8,Cc1c(NC(=O)c2ccc(I)o2)cccc1-c1nc2ccccc2s1
116.0,9.4,O=C(O)c1nn(-c2ccc(Cl)cc2)ccc1=O
98.8,5.4,Cn1c(C(=O)N2CCC(C(=O)N3CCOCC3)CC2)cc2sccc21
x,7.2,COc1ccc(OC)c(CN2CCN(Cc3ccccc3OC)CC2)c1
105.4,1.5,CC(=O)c1cccc(NC(=O)CN(c2ccccc2)S(C)(=O)=O)c1
x,3.6,CCOc1ccccc1N(CC(=O)NCCc1ccccc1)S(=O)(=O)c1ccccc1
94.7,x,CCOC(=O)c1sc2ncc([N+](=O)[O-])cc2c1N
x,4.5,COc1cc(NC(=O)c2ccc(Br)cc2)cc([N+](=O)[O-])c1
50.9,5.8,CC(OC(=O)c1cc2sccc2n1C)C(=O)NCCc1ccccc1 (stereo not drawn)
99.2,4.7,O=C(O)c1ccc(S(=O)(=O)Nc2ccc(F)c(Cl)c2)cc1
x,-13.2,COc1ccc(Br)cc1C1CC(=O)Nc2c1ccc1ccccc21 (stereo not drawn)
x,-5.3,CCCOc1ccc(-c2cc(OCC)c3c(C)oc(C)c3c(=O)c2)cc1
x,7.7,COC(=O)C1=C(C)NC(=O)/C1=C\c1cccc(OC)c1
x,1.1,Cc1ccc(C(=O)Nc2nnc(C(C)C)s2)cc1
112.6,3.7,COc1ccc(CCNC2=NCCS2)cc1
x,-9.2,CCOC(=O)CCc1c(C)nc2c(C)c(-c3ccccc3)[nH]n2c1=O
100.3,0.3,CCCCn1c(NCc2ccccc2O)nc2ccccc21
102.0,7.4,CCOc1ccc(C(=O)CN2CCN(S(=O)(=O)c3ccc(F)cc3)CC2)cc1
x,2.5,O=C(O)CN(c1ccc(Cl)c(C(F)(F)F)c1)S(=O)(=O)c1ccccc1
x,8.4,CC(=O)C1=C(O)C(=O)N(CC2CCCO2)C1c1cccc(F)c1 (stereo not drawn)
x,-1.9,COc1cc(/C(C)=N/N2CCN(c3ccccc3OC)CC2)ccc1O
88.1,7.1,CCOC(=O)c1c(-c2ccccc2)nnn1-c1nc(OCC)nc(N2CCCCC2)n1
x,5.7,COc1ccc(OC)c(C2C3=C(CC(C)(C)CC3=O)OC3=C2C(=O)CC(C)(C)C3)c1
86.1,-2.5,O=C(COc1ccc(F)cc1)NCC1CCCO1 (stereo not drawn)
x,-2.1,C/C(=N\N1CCN(Cc2cccc3ccccc23)CC1)c1cccs1
85.8,4.0,Cc1ccccc1S(=O)(=O)Cc1ccc(C(=O)N2CCN(c3cccc(C)c3C)CC2)o1
x,10.5,COc1ccc2c(C(F)(F)F)cc(=O)oc2c1
84.7,6.4&-12.7,O=C(c1cc2ccccc2oc1=O)N1CCCC1
106.7,-3.9,COc1cccc(C2=NOC(C(=O)NCc3ccco3)C2)c1 (stereo not drawn)
71.6,-5.4,CCOC(=O)c1[nH]c2ccc(OC)cc2c1NC(=O)N1CCOCC1
x,5.8,COC(=O)c1cc(=O)nc2sccn12
136.9,-4.9,O=C(C1CCN(S(=O)(=O)N2CCC3(CC2)OCCO3)CC1)N1CCc2ccccc2C1
94.1,x,CCOc1ccc(C=Nc2ccc(Br)cc2)cc1
x,0.6,Cc1ccc(N(CC(=O)Nc2ccc(I)cc2)S(C)(=O)=O)cc1Cl
80.0,x,COc1ccc(C(=O)Nc2ccc(N3C(=O)c4ccc(Cl)cc4C3=O)c(C)c2)cc1OC
100.2,-4.3,O=C(Nc1ccc2c(c1)OCCO2)c1cncc(Br)c1
x,-25.0,COc1ccc(OC)c(NC(=O)CCC2CCCCC2)c1
116.0,5.0,CN(c1ccc(C(=O)Nc2ccccc2C(=O)N2CCCC2)cc1)S(C)(=O)=O
94.8,8.6,COc1ccccc1C(=O)NCC(=O)Nc1ccccc1
x,11.7,N#CC1C(=O)NC(=S)C(C#N)C12CCC(c1ccccc1)CC2 (stereo not drawn)
87.6,3.1,CCCC12CN3CC(C)(CN(C1)C31C(=O)Nc3ccc(C)cc31)C2=O (stereo not drawn)
89.0,-3.3,CCOC(=O)N1CCN(CC(O)COc2ccccc2C(C)C)CC1 (stereo not drawn)
x,5.8,CC1(C)Cc2c(C#N)c(SCCOc3ccccc3)nc(N3CCOCC3)c2CO1
x,1.1,CCN(CC)c1ccc(N=Cc2c(C)[nH]c3ccccc23)cc1
69.1,8.2,CCCSc1nc2c(cnn2-c2ccc(C)c(C)c2)c(=O)[nH]1

Looked up by structure from above (6):
BAP1 block,HePTP inh,SMILES
x,1.1,Cc1ccc(C(=O)Nc2nnc(C(C)C)s2)cc1
91.7,-1.4,COC(=O)CSc1nnc(-c2ccco2)n1Cc1ccco1
71.6,-5.4,CCOC(=O)c1[nH]c2ccc(OC)cc2c1NC(=O)N1CCOCC1
88.1,7.1,CCOC(=O)c1c(-c2ccccc2)nnn1-c1nc(OCC)nc(N2CCCCC2)n1
102.0,7.4,CCOc1ccc(C(=O)CN2CCN(S(=O)(=O)c3ccc(F)cc3)CC2)cc1
98.8,5.4,Cn1c(C(=O)N2CCC(C(=O)N3CCOCC3)CC2)cc2sccc21

Going on with the list:
BAP1 block,HePTP inh,SMILES
x,3.4,c1ccc(-n2nnnc2SCCCSc2nc3ccccc3s2)cc1
75.6,4.2,CC(=O)Nc1cccc(-c2nnc(SCc3ccccc3C#N)n2C)c1
145.6,-1.0,CCC(Sc1ccccn1)C(=O)Nc1nnc(C)s1 (stereo not drawn)
x,-6.9,COc1ccc(C(=O)N/N=C/c2ccc(N(C)C)cc2)c(OC)c1
90.7,8.7,O=C(O)C1C(c2ccccc2)C(C(=O)Oc2ccc(O)cc2)C1c1ccccc1 (stereo not drawn)
x,5.9,Cc1cc2c(cc1C)NC(c1cc(Br)ccc1F)C1=C(CC(C)(C)CC1=O)N2 (stereo not drawn)
x,0.9,CN(C)c1ccc(C2/C(=C(\O)c3ccc(Cl)cc3)C(=O)C(=O)N2c2cccnc2)cc1 (stereo not drawn)
x,-18.4,c1ccc(C(c2ccccc2)N2CCN(c3ccc4ccccc4n3)CC2)cc1
x,-4.5,COC(=O)C1=C(C)N(CC(C)C)C(=O)/C1=C\c1cccs1
x,-16.2,O=S1(=O)CCC(Oc2ccc(Br)cc2)C1 (stereo not drawn)
82.8,-0.8,COc1ccc(S(=O)(=O)Cc2ccc(C(=O)N3CCc4ccccc4C3)o2)cc1
101.7,5.3,COc1cc2nc3c4ccccc4n(CC#N)c3nc2cc1OC
94.5,3.3,COC(=O)c1ccccc1NC(=O)CSc1nnc(CNS(=O)(=O)c2ccc(C)cc2)n1C
38.6*,x,COc1ccc(Cc2nnc(NC(=O)Cc3cccs3)s2)cc1OC
x,-10.8,Cc1cc(Br)cc(C)c1NC(=O)c1c(F)cccc1F
101.2,8.3,COc1cc(NC(=O)CSc2nccc(C)n2)c(C(=O)O)cc1OC
66.3,-0.3,CCCOc1ccc2oc(=O)c3c(c2c1)CCCN3C(=O)CN1CCN(c2ncccn2)CC1
94.7,-3.0,COc1ccc(CNC(=O)c2onc(C)c2Cl)cc1
123.4,0.3,Cc1ccc(SCc2nc(-c3cccnc3)no2)cc1
x,7.1,CC1=CC(C)C2(CO)COC(c3ccc4c(c3)OCO4)C1C2C (stereo not drawn)
124.2,-5.1,CCn1c(SCC(=O)NC(=O)Nc2ccc3c(c2)OCCO3)nnc1-c1cccs1
x,-7.8,Cc1ccc(NC2CC(=O)N(c3ccccc3)C2=O)cc1 (stereo not drawn)
x,9.9,COc1cc(NC(=O)c2ccc(-c3ccccc3)cc2)ccc1NC(=O)c1ccco1
x,10.5,Cc1cc(C)nc(NC(=NCc2ccc3c(c2)OCO3)NC(=O)Nc2ccccc2)n1
x,3.6,Oc1ccc(Nc2ccnc3cc(Cl)ccc23)cc1
x,7.9,CCOC(=O)c1cc(C#N)c(SCc2ccccc2)[nH]c1=O
114.0,11.1,COc1cccc(OC)c1C(=O)N1CC(C)OC(C)C1 (stereo not drawn)
54.4,x,COCCOC(=O)C1=C(C)NC2=C(C(=O)CC(c3ccc(Cl)cc3)C2)C1c1ccc(N(C)C)cc1 (stereo not drawn)
119.5,3.4,COc1cccc2c1OC1(C)CC2NC(=O)N1c1cccc(C(=O)N2CCN(c3ccccn3)CC2)c1 (stereo not drawn)

Marked active in HePTP inh, of those listed so far:
BAP1 block,HePTP inh,SMILES
x,62.5*,O=C(/C=C/c1ccco1)Nc1cccc([N+](=O)[O-])c1

Compound activity as filed in PubChem.
